# Bioassay records deposited in PubChem by several laboratories.
# INS promoter inh – inhibitors of insulin promoter-driven GFP, primary screen, imaging, TRM-6 cells (human fetal islet line), eGFP reporter, cell count | 130,000 tested, 0.9% active | reporter expression induced with tamoxifen | inhibition, % at 2 µM | AID 1273, 2008;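 active = inhibition above the mean plus 3 SD, with well images judged a real hit on visual review, cut at about 60% in these data, passing the limit was not always enough; inconclusive = inhibition over the cutoff but images rejected on review; inactive = inhibition not above the cutoff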
# sdo1 growth – growth rescue of sdo1-depleted yeast, primary screen, S. cerevisiae, bone marrow failure model. S. cerevisiae sdo1-depleted JHY4D growth rescue, OD600 30 h; stronger effect = higher value; pdr5 snq2 efflux-pump mutant strain. z-score at 10 µM. 140,000 tested, 0.21% active;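 active = z-score above 3 at both the 24 hr and the 30 hr optical density reads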;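 note: z-score against mean and SD of all compound wells on the same plate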
# sdo1 growth Rescue 24 h – also measured in sdo1 growth; calls as there; z-score; S. cerevisiae sdo1-depleted JHY4D growth rescue, OD600; measured here: growth rescue at 24 h;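 0 is the plate mean of compound wells and units are plate SD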
# The depositor's hits bear a star; ? = inconclusive; . = not tested or not shown.
# Value order – INS promoter inh	sdo1 growth	sdo1 growth Rescue 24 h
Cc1ccc(/C=N/N=C/c2ccc(C)cc2)cc1
  -14	0.06	-0.98
Nn1c(Cc2ccccc2F)nnc1SCCOc1ccc(Cl)cc1
  -74	0.08	-0.11
COc1cc(CNn2cn[nH]c2=S)cc(Cl)c1OCc1ccccc1
  -33	-0.16	-0.13
O=C(NCc1cccnc1)C1CC(=O)N(C2CCCCC2)C1 (stereo not given)
  .	0.39	-0.03
O=C(Nc1ccccc1N1CCOCC1)c1ccccc1NS(=O)(=O)c1ccc(F)cc1
  -8	-0.95	-1
NC(=O)C1CCN(Cc2nc3ccccc3c(=O)[nH]2)CC1
  21	-0.64	-1
CN(CC(=O)Nc1ccncc1)S(=O)(=O)c1ccc(Br)cc1
  9	-0.12	-0.58
CC(C)(C)c1ccccc1NC(=O)Cn1c(=O)cnc2ccccc21
  -68	1.3	1.5
COc1cc(C)nc(Oc2ccc(=O)n(C)n2)n1
  19	1.1	1
Cc1cc(C)nc(NC(=O)c2cccc([N+](=O)[O-])c2C)n1
  7	0.02	0.47
Cc1c(OCc2nn[nH]n2)ccc2c(-c3ccccc3)cc(=O)oc12
  .	2.2	2.4
O=C(Nc1cc(S(=O)(=O)N2CCOCC2)ccc1N1CCOCC1)C1CCCO1 (stereo not given)
  50	.	.
S=c1nc(-c2cccc(Cl)c2)[nH][nH]1
  41	.	.
Cc1cccc(N=c2oc3cc(O)ccc3cc2C(N)=O)c1
  .	-0.98	-0.76
N#CCCN(C(=S)NC(=O)c1ccco1)c1ccccc1F
  22	.	.
C=CCc1cccc(/C=N/c2ncn[nH]2)c1O
  .	0.57	0.42
CCOC(=O)C(C)Oc1ccccc1C1NC(=O)NC(C)=C1C(=O)Nc1ccc(C)c(C)c1 (stereo not given)
  -4	0.75	0.64
CN(C)CCNC(=S)Nc1ccccc1C(C)(C)C
  47	.	.
O=c1[nH]n2c(C(F)(F)F)cc(C3CC3)nc2c1N=Nc1ccccc1
  ?	.	.
COc1ccc(C(=O)OCC(=O)NCC2CCCO2)cc1S(=O)(=O)N1CCCc2ccccc21 (stereo not given)
  26	.	.
Cc1cccc(Cn2cnc3c(nnn3Cc3ccc(Cl)cc3)c2=O)c1
  -29	-0.95	-1.1
Cc1cc(=O)[nH]c(NN=C(CC(C)C)CC(C)C)n1
  .	1.2	1
Cc1noc(C)c1COC(=O)CCc1ccc(S(=O)(=O)N2CCCCC2)cc1
  .	-1.3	-0.73
Cc1cc(N2CCC(C(=O)NCC3CC3)CC2)nc(-c2ccccc2)n1
  .	1.5	2.2
CC(C)[C@H](NC(=O)C1(c2ccccc2)CCN(C(=O)OC(C)(C)C)CC1)C(=O)O
  .	0.55	-0.28
C=CCN(CC=C)Cc1nc(N)nc(Nc2ccccc2C)n1
  8	.	.
O=[N+]([O-])c1cccc(-c2nnc(CNC3CC3)o2)c1
  -5	.	.
O=C(CN1CCSCC1)N/N=C/c1ccc(Cl)cc1
  35	.	.
Cc1cc(C)c2cc(CN(CCN(C)C)C(=O)Nc3ccccc3Cl)c(=O)[nH]c2c1
  -50	.	.
Clc1ccc(N2CCOCC2)nn1
  50	.	.
COc1ccccc1/C=C(/CC(=O)NCc1ccccc1)c1nc2ccccc2s1
  .	-1.2	-1.2
Cc1sc(NC(=O)CSc2nnc3scc(-c4ccccc4)n23)c(C#N)c1C
  .	-0.55	1.7
Cc1cc(-n2c(C)cc(C(=O)CN3C(=O)NC4(CCCCCC4)C3=O)c2C)no1
  .	-0.51	-0.63
CCCNCc1cc(OCC)c(OCC(=O)Nc2ccccc2)cc1Br
  0	.	.
O=S(=O)(c1ccc(C2CCCCC2)cc1)N1CCCC1
  42	-0.54	-0.57
COc1ccc(OCC(=O)Nc2ccc(S(=O)(=O)N3CCOCC3)cc2)cc1
  -9	-0.45	-0.63
Cn1c(CN2CCCC2)nc2cc(NC(=O)C3CCCCC3)ccc21
  -23	-0.38	-0.94
O=C(CN1CCCCCCC1)N/N=C/c1ccc(F)cc1F
  21	0.06	-0.73
c1ccc2sc(Cc3nnc4n3CCCCC4)nc2c1
  -25	-0.49	-0.36
COC(=O)c1cc(NC(=S)Nc2cc(Cl)cc(Cl)c2)cc(C(=O)OC)c1
  0	-2.1	-1.6
CCOC(=O)N1CCN(C(=O)c2ccc(N(C)S(C)(=O)=O)cc2)CC1
  -76	0.06	0.37
C=COC(=O)CSc1nc(-c2cccs2)ccc1C#N
  .	-0.3	0.41
O=C(O)c1ccc(/C=N/Nc2nnnn2-c2ccccc2)cc1
  5	0.9	0.6
CN(Cc1cccs1)CC(O)COCc1ccco1 (stereo not given)
  5	0.41	0.35
CCCCc1ccc(N=N/C(C(=O)Nc2ccccc2OC)=C(/C)O)cc1
  .	0.24	0.02
CCCc1cc(-c2[nH]ncc2-c2ccc3c(c2)OCCCO3)c(O)cc1OC
  30	-1.7	-1.2
CC(OC(=O)C1CCCO1)C(=O)NC1CCCC1 (stereo not given)
  .	-0.3	-0.45
O=C(O)c1ccccc1Sc1c([N+](=O)[O-])cc(C(F)(F)F)cc1[N+](=O)[O-]
  73*	.	.
CN(C)c1ccc(C2N(C(=O)N3CCOCC3)CCN2S(=O)(=O)c2ccccc2)cc1 (stereo not given)
  .	0.72	1
Cc1ccc(CN2CCS(=O)(=O)CC2)o1
  27	.	.
Cc1ccc2c(C)c(C(=O)Nc3c(C)n(C)n(-c4ccccc4)c3=O)oc2c1
  -3	-0.36	-0.84
CC(=O)N1CCc2cc(S(=O)(=O)NC(Cc3ccccc3)C(=O)Nc3cc(C)ccn3)ccc21 (stereo not given)
  1	1.4	1.2
COC(=O)c1c(NC(=O)c2ccc(C)cc2)sc(Cc2ccccc2)c1C
  .	-1.7	-0.83
COCCCn1c(=S)[nH]c2ncccc2c1=O
  0	1.2	1.1
O=C(C1CCC(N2C(=O)C3CC=CCC3C2=O)CC1)N1CCCCC1 (stereo not given)
  1	0.11	-1.3
O=C(Cc1csc(NC(=O)c2ccc(F)cc2)n1)NO
  22	.	.
O=C(CSc1nnnn1-c1ccccc1)NCc1cccs1
  -11	-0.06	-0.08
COc1ccc(C2N(C(=O)N3CCOCC3)CCN2S(=O)(=O)c2ccc(C)cc2)cc1 (stereo not given)
  23	0.59	0.83
CCC1(C)Cc2c(sc3nnn(Cc4ccccc4Cl)c(=O)c23)CO1 (stereo not given)
  37	-0.95	-0.8
Cc1csc(NC(=O)CSc2nnc(-c3ccoc3C)n2CCc2ccccc2)n1
  .	-0.46	0.06

# Ordered by length of the SMILES (rising): some entries from above.
# Value order – INS promoter inh	sdo1 growth	sdo1 growth Rescue 24 h
CC(OC(=O)C1CCCO1)C(=O)NC1CCCC1 (stereo not given)
  .	-0.3	-0.45
O=C(CSc1nnnn1-c1ccccc1)NCc1cccs1
  -11	-0.06	-0.08
Cc1csc(NC(=O)CSc2nnc(-c3ccoc3C)n2CCc2ccccc2)n1
  .	-0.46	0.06
COc1ccc(C2N(C(=O)N3CCOCC3)CCN2S(=O)(=O)c2ccc(C)cc2)cc1 (stereo not given)
  23	0.59	0.83
O=C(O)c1ccccc1Sc1c([N+](=O)[O-])cc(C(F)(F)F)cc1[N+](=O)[O-]
  73*	.	.
CC(=O)N1CCc2cc(S(=O)(=O)NC(Cc3ccccc3)C(=O)Nc3cc(C)ccn3)ccc21 (stereo not given)
  1	1.4	1.2

# The list continues.
# Value order – INS promoter inh	sdo1 growth	sdo1 growth Rescue 24 h
C/C(O)=C/c1nc2ccccc2[nH]c1=O
  3	0.24	0.08
COc1ccc(C(=O)NN/C(C)=C/C(=O)C(F)(F)C(F)(F)C(F)(F)F)cc1
  50	-0.11	-0.27
CCOc1ncccc1C(=O)NCc1ccccc1Cl
  50	.	.
CCN(CC)CCCn1c(=S)[nH]c2cc(C(=O)OC)ccc2c1=O
  -28	-0.19	-0.86
Cc1sc(NC(=O)CN(Cc2ccccc2)C(=O)C(C)C)c(C(N)=O)c1C
  23	-0.62	-0.86
COC(=O)c1ccccc1NC(=O)CN(c1cc(OC)ccc1OC)S(C)(=O)=O
  -43	-0.37	-0.21
COc1ccc(N2C(=O)CC(Sc3nc4ccccc4s3)C2=O)cc1 (stereo not given)
  64	.	.
Cc1cc(C(=O)CCl)c(C)n1CC1COc2ccccc2O1 (stereo not given)
  29	.	.
CN(C)c1ccc(/C=C/c2ccncc2)cc1
  -87	-0.18	-0.86
Cn1ccc(C(=O)Nc2ccc(Br)cc2Br)n1
  14	-0.4	0.2
COc1ccc(S(=O)(=O)N2CCC(C(=O)NCc3cccc(OC)c3)CC2)cc1
  -14	-0.53	-0.89
CC(C)(CNC(=O)/C=C/c1ccc(F)cc1)CNC(=O)/C=C/c1ccc(F)cc1
  .	0.01	0.03
O=C(C[n+]1ccc(/C=N/O)cc1)N(Cc1ccccc1)Cc1ccccc1
  -59	.	.
O=C(NCC(=O)N(CCc1ccccc1)C(C(=O)NC1CCCC1)c1cccnc1)c1ccco1 (stereo not given)
  -3	1.3	1
CCOC(=O)c1cc(CC)sc1NC(=O)Cc1ccccc1
  7	-0.73	-0.52
CCCCN(C)C(=O)Cn1cnc2sc(C)cc2c1=O
  .	-0.44	-1.2
COc1ccc(NC(=S)Nc2cccc(Cl)c2)cc1OC
  -50	.	.
COc1ccc(S(=O)(=O)N2CCCC(C(F)(F)F)C2)cc1 (stereo not given)
  -45	.	.
CCOc1ccc(-n2c(SCC(=O)Nc3ccc4c(c3)OCCO4)nc3c(c2=O)SCC3)cc1
  .	0.47	0.53
O=C(c1cnccn1)N(Cc1cccs1)C1(C(=O)NC2CCCC2)CCCCC1
  -81	0.84	1.2
O=c1[nH]c(CN2CCN(c3ccc(O)cc3)CC2)nc2scc(-c3ccc(Cl)cc3)c12
  -70	.	.
O=C(NCCCN1CCN(c2ccccc2F)CC1)C1CCCN(S(=O)(=O)c2cnc[nH]2)C1 (stereo not given)
  .	0.23	-0.42
Cc1coc2cc3oc(=O)c4c(c3cc12)CCC4
  16	-0.02	1.4
CC(C)CC(=O)N1CCN(S(=O)(=O)c2ccc(Cl)cc2)CC1
  13	.	.
CN(C)C(=O)CSc1nc2ccccc2n1Cc1ccccc1
  -40	-0.16	-0.21
Cn1nccc1C(=O)OCC(=O)Nc1nc(-c2ccccc2)cs1
  .	-0.91	-1.4
O=C1C2CC=CCC2C(=O)N1c1n[nH]c(Cc2ccccc2)n1 (stereo not given)
  -350	0.63	0.02
CC(C)(C)c1csc(NC(=O)c2cccs2)n1
  62	-1.8	-0.56
COc1ccc(-c2nnn(CC(=O)N(Cc3ccccc3Cl)C(C(=O)NCC3CCCO3)c3ccco3)n2)cc1OC (stereo not given)
  58	0.38	1.4
Cc1cc(C(=O)CSc2nnc(N)s2)c(C)n1Cc1cccs1
  .	-0.62	-0.34
O=C1CCCC2=C1C(c1ccc(Cl)cc1)C1C(=O)c3ccccc3C1=N2 (stereo not given)
  43	-1.1	-0.77
O=C1C(c2ccccc2)SC(=Nc2ccccc2)N1S(=O)(=O)c1ccccc1 (stereo not given)
  24	-1.5	-1.2
CN(C)S(=O)(=O)c1cccc(C(=O)Nc2cc(Cl)cc(Cl)c2)c1
  -7	-1.7	-1.3
Cc1ccc(-c2nnc3sc(C4COc5ccccc5O4)nn23)cc1 (stereo not given)
  .	-2.3	-2.2
COC(=O)c1c(C)[nH]c(C(=O)OCC(=O)N2c3ccccc3NC(=O)C2(C)C)c1C
  -53	0.47	-0.32
CCCCn1cnc2cc(NCc3ccncc3)ccc21
  28	2.5	2.5
COc1cccc(-c2nnc(SC(C(=O)c3c[nH]c4ccccc34)c3ccccc3)n2C)c1 (stereo not given)
  -14	-0.51	-1
Cc1cc(C)c2nc(C(F)(F)F)nc(NCCCN3CCCC3=O)c2c1
  62	-0.91	-0.51
Cc1ccc(C)n1NC(=O)c1ccccc1O
  11	-0.28	-1
C=C(C)CSc1nc(C)c(Cc2ccccc2)c(=O)[nH]1
  -9	-1.4	-1.1
CC(=O)Nc1ccccc1OC(C)C(=O)NC(C)c1ccc(F)cc1 (stereo not given)
  -79	1.7	1.4
CCOC(=O)Cc1nnc(NC(=O)CSc2nncn2C)s1
  -47	0.83	0.8
CCS(=O)(=O)NCCCc1ccccc1
  0	-0.08	-0.01
Cc1cc(/C=C2/C(=O)N(C)C(=S)N2C)ccc1N1CCCC1
  -376	.	.
COc1cccc(NC(=O)CSc2nc3c(oc4ccccc43)c(=O)[nH]2)c1
  16	0.91	1.1
CC1CCN(c2ccc(C(=O)N3CCOCC3)cc2[N+](=O)[O-])CC1
  -10	0.1	0.22
Cc1ccc2nc(-c3ccncc3)c(NC3CCCC3)n2c1
  -75	.	.
COCCCn1c(-c2ccccc2)nc2ccccc2c1=O
  .	0.1	-0.02
Nc1c(N2CCCC2)c2ccccc2oc1=O
  -33	.	.
COC(=O)c1c(NC(=O)CSc2ncnc3[nH]ncc23)sc2c1CCC2
  36	.	.
O=C(Nc1nnc(-c2ccco2)o1)c1ccc2ccccc2c1
  -4	-0.83	0.41
O=S(=O)(N/N=C\C=C\c1ccccc1)c1ccc(Br)cc1
  7	-2.1	-1.8
CC(C)CC(=O)NC(=S)NNC(=O)c1ccc([N+](=O)[O-])cc1
  .	-1.2	-1.3
COCc1cc(C)nc2sc(C(=O)Nc3nccs3)c(N)c12
  .	0.96	1.4
O=C(CCc1ccccc1)Nc1nc2nc(-c3ccccc3)cc(=O)n2[nH]1
  39	1.1	1.1
